# APJ agonist: APJ receptor agonism; P35414; CHO-K1 APJ PathHunter beta-arrestin, luminescence; 0% DMSO wells, 100% apelin; activation, % at 20 µM; 330,000 tested, 0.11% active; AID 2520;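 active = activation more than six SD over the plate average, tested at 20 µM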;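 note: 0% = DMSO alone and 100% = apelin-13 at 10 nM; some results filed as inactive read as strong as hits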
# Target sequence (P35414 whole entry, looked up): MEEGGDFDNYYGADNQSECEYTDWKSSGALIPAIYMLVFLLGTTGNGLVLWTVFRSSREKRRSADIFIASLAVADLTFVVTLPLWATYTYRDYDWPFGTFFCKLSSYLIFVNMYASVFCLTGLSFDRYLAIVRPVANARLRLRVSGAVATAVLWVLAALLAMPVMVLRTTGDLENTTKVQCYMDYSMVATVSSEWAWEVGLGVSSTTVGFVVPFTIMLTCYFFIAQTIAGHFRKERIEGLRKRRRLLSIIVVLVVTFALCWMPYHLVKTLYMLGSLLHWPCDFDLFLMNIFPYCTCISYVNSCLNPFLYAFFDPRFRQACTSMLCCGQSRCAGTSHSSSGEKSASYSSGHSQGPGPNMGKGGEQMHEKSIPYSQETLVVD
#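 Assay system: engineered CHO-K1 APJ arrestin reporter cells; Amount: 1000 CHO-K1 reporter cells seeded per well; Dosing: one dose, 20 µM compound, 1% DMSO; Times: compound stimulation 90 min at 25 °C, detection 60 min; Measured by: luminescent beta-gal fragment complementation, chemiluminescent substrate; Read-out: APJ–arrestin association signal; Controls: DMSO vs Apelin-13 10 nM.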
# UBC13 polyUb: blocks human UBC13 polyubiquitin chain formation; TR-FRET; AID 485273; 330,000 tested, 0.47% active; P61088; inhibition, % at 20 µM; in the data active = inhibition above about 45%, passing the limit was not always enough
# Target sequence (P61088 whole entry, looked up): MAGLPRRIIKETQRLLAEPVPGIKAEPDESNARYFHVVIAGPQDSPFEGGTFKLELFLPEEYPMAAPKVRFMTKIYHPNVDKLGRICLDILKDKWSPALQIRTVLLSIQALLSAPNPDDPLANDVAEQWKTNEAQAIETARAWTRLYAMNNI
# EBI2 antag: blocks human EBI2 receptor beta-arrestin signaling | P32249 | EBI2 beta-arrestin recruitment, luminescence, 7a,25-OHC stimulated | inhibition, % at 5 µM | 360,000 tested, 0.81% active; in the data active = inhibition above about 38%;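 note: enzyme fragment complementation signal reports receptor beta-arrestin coupling in cells; 0% = agonist plus DMSO wells and 100% = wells without agonist; some results beyond the cut were filed as inactive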
# CCR6 antagonist: CCR6 (human) receptor antagonism. P51684. CHO-K1 CCR6 PathHunter beta-arrestin, luminescence, CCL20-stimulated. inhibition, % at 20 µM. 340,000 tested, 0.49% active. AID 493098;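 active = compounds whose inhibition of the agonist-driven luminescence signal at 20 µM reaches about 50%, limit read from the data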;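 note: cells stimulated with CCL20 at 14 nM final; plate controls were DMSO with CCL20 for no effect and DMSO without agonist for full effect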
# Target sequence (P51684 whole entry, looked up): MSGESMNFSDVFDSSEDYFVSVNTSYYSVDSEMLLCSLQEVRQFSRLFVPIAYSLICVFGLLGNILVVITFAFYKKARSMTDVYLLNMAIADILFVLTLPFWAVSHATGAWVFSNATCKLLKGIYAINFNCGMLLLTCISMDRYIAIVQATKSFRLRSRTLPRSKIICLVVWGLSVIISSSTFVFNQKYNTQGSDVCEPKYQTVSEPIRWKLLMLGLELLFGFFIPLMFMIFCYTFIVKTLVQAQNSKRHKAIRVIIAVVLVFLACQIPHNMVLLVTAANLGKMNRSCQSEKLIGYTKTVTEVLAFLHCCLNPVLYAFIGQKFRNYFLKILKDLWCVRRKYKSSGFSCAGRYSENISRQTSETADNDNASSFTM
# Gli-Sufu block: antagonists of Gli-Sufu signaling; Sufu-KO-LIGHT fibroblasts, Gli luciferase reporter luminescence; inhibition, % at 5 µM; 340,000 tested, 0.74% active;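 active = inhibition above about 55%, limit read from the data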;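 note: 0% = DMSO-treated cells and 100% = wells with medium but no cells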
# ATG4B inhibitor: inhibitors of human ATG4B cysteine protease. AID 504462. ATG4B cleavage of LC3-PLA2, NBD-HPC fluorescence, 1 h. inhibition, % at 8.33 µM. 340,000 tested, 0.51% active; in the data active = inhibition above about 40%
# APJ antagonist: antagonists of human APJ apelin receptor. P35414. CHO-K1 APJ beta-arrestin complementation, luminescence. inhibition, % at 20 µM. 330,000 tested, 0.32% active;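 active = inhibition above about 40% at 20 µM, limit read from the data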;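 note: cells challenged with 10 nM apelin-13 agonist together with compound; plate controls were apelin-13 plus DMSO wells for no effect and DMSO wells lacking apelin-13 for full effect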
# CXCR6 inh: CXCR6 (human) receptor inhibition; inhibition, % at 20 µM; 360,000 tested, 0.36% active; CHO-K1 PathHunter CXCR6 beta-arrestin, luminescence; O00574; AID 602244; in the data active = inhibition above about 34%, passing the limit was not always enough;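 note: antagonist mode with CXCL16 agonist at 10 nM final; 0% = 10 nM CXCL16 with DMSO and 100% = unstimulated wells without agonist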
# Starred values were filed as active, the others as inactive; · = not tested or not shown.
no.	SMILES	APJ agonist	UBC13 polyUb	EBI2 antag	CCR6 antagonist
1	COc1ccc(C(C(=O)NC2CCCC2)N(C(=O)c2ccco2)c2ccccc2OC)cc1 (centres undefined)	-5	-6	10	6
2	CC(C)CC(=O)N1CCN(Cc2ccccc2Cl)CC1	-4	-8	-3	9
3	COc1cc(-c2nnc(SCC(=O)c3ccccc3)o2)cc(OC)c1OC	0	2	4	10
4	Cc1cccc(NC(=O)c2ccccc2NC(=O)C2CCCCC2)c1C	0	1	-10	7
5	CC(=O)N=C1SC2CS(=O)(=O)CC2N1Cc1ccc(C)cc1 (centres undefined)	0	2	-7	-5
6	Cn1nnc(NC(=O)C(c2ccccc2)c2ccccc2)n1	-3	-2	3	3
7	COc1ccc(C(=O)Nc2ccccc2C(=O)Nc2ccncc2)cc1	-4	2	-3	-4
8	CCOc1cc(N2CCOCC2)c(OCC)cc1NC(=O)COC(=O)/C=C/c1ccc(OC(F)F)cc1	3	-7	32	7

no.	Gli-Sufu block	ATG4B inhibitor	APJ antagonist	CXCR6 inh
1	-26	-2	25	3
2	5	-4	-6	-14
3	-6	3	4	3
4	2	-17	5	10
5	0	1	6	-4
6	9	4	15	3
7	-33	-2	-3	-5
8	-5	0	-3	1

# The list goes on:
no.	SMILES	APJ agonist	UBC13 polyUb	EBI2 antag	CCR6 antagonist
9	COc1cc(OC)c(OC)cc1CN1CCC(O)CC1	-2	-4	-9	-1
10	O=C(OCC(=O)N1N=C(c2ccc(Cl)cc2)CC1c1ccco1)c1ccccc1O (centres undefined)	-5	9	6	7
11	COc1ccc(-n2c(CNC(=O)COc3ccc(Cl)cc3)n[nH]c2=S)cc1	-1	5	-8	-2
12	Cc1occc1-c1nnc(SCC(=O)Nc2ccc(F)cc2)n1Cc1ccccc1	-1	4	12	21
13	Cc1cc([N+](=O)[O-])nn1CC(=O)N1CCN(Cc2ccccc2)CC1	-4	3	-9	-8
14	CCCCNC(=O)c1ccc(CS(=O)(=O)c2cccc(C(F)(F)F)c2)o1	-4	-4	6	11
15	Cc1nc(-c2nc(CC(=O)NNC(=O)c3ccc(Cl)cc3)cs2)cs1	1	4	28	-4
16	Cc1ccc(CNC(=O)C2CCN(S(=O)(=O)c3ccc(Br)s3)CC2)cc1	3	-2	92*	19

no.	Gli-Sufu block	ATG4B inhibitor	APJ antagonist	CXCR6 inh
9	6	-3	10	-1
10	1	-5	6	4
11	4	5	0	-8
12	-1	3	14	14
13	-5	-4	9	-8
14	1	1	-4	11
15	-3	-12	13	-1
16	1	-3	-10	0

# (next part)
no.	SMILES	APJ agonist	UBC13 polyUb	EBI2 antag	CCR6 antagonist
17	[O-]/[N+](=C\c1cccc(Br)c1)c1ccccc1	-3	-4	9	8
18	CC(=O)NNC(=S)NC(=O)c1cccc([N+](=O)[O-])c1	-1	-6	-12	18
19	Nc1nc(SCCN2C(=O)c3ccccc3C2=O)n[nH]1	-2	-6	-1	11
20	Cc1ccc(C(=O)N2CCN(c3ncc(C(F)(F)F)cc3Cl)CC2)s1	-1	-6	-16	9
21	Cc1ccc(NS(=O)(=O)N2CCOCC2)c(C)c1	-3	7	2	1
22	CC(C)(C)C(=O)CN1CCN(S(=O)(=O)c2ccc(F)cc2)CC1	-4	1	2	12
23	COc1ccc(CCNc2ccc(N3C(=O)CC(C)C3=O)cc2[N+](=O)[O-])cc1 (centres undefined)	-3	-32	9	18
24	Cc1ccc(-c2cc(C(=O)Nc3ccc(S(=O)(=O)Nc4cc(C)on4)cc3)c3ccccc3n2)c(C)c1	-1	-10	-3	6

no.	Gli-Sufu block	ATG4B inhibitor	APJ antagonist	CXCR6 inh
17	-6	-5	13	-10
18	-5	-8	-7	0
19	0	-7	11	-4
20	58*	-3	12	-4
21	3	6	7	3
22	4	-1	-3	-4
23	17	-4	-3	15
24	4	4	18	0

# Further compounds
no.	SMILES	APJ agonist	UBC13 polyUb	EBI2 antag	CCR6 antagonist
25	Cc1cccc(NC(=O)c2cccc(S(=O)(=O)N3CCc4ccccc4C3)c2)n1	-6	6	-7	17
26	O=C(N/N=C/c1coc2ccccc2c1=O)c1ccccc1Br	-1	2	-7	12
27	CSCCC(NC(=O)c1ccc(Cl)cc1Cl)C(=O)NCC(c1cccs1)N(C)C (centres undefined)	·	·	-7	8
28	CCCNC(=O)c1cccc(COCC(F)(F)F)c1	-6	-2	-7	-2
29	CC(=O)CC(C)(C)S(=O)(=O)c1ccc(Oc2ccc(S(=O)(=O)C(C)(C)CC(C)=O)cc2)cc1	-5	-9	-7	-2
30	O=[N+]([O-])c1ccc(S(=O)(=O)Nc2ccc(-c3ccc(N4CCOCC4)nn3)cc2)cc1	12	-19	-5	8
31	COc1ccc(Cn2nnnc2C(c2ccncc2)N2CCOCC2)cc1 (centres undefined)	-5	4	-2	1
32	Cn1nc(C(F)(F)F)c(-c2ccccc2)c1NC(=O)CCC(=O)O	-7	1	-14	2

no.	Gli-Sufu block	ATG4B inhibitor	APJ antagonist	CXCR6 inh
25	-11	10	30	-2
26	9	16	7	-9
27	7	1	·	2
28	5	-3	12	2
29	21	-5	13	13
30	-34	4	-61	5
31	11	-1	15	-4
32	15	0	22	4

# Following part
no.	SMILES	APJ agonist	UBC13 polyUb	EBI2 antag	CCR6 antagonist
33	Clc1ccc(/C=C/c2nc(Cl)c(-c3ccc(Cl)cc3)c(Cl)n2)cc1	-5	0	5	-2
34	COc1ccc(N2CCCCn3c2nc2c3c(=O)[nH]c(=O)n2C)cc1	-1	-1	-18	3
35	S=C(Nc1ccc(Cl)cc1)Nc1ccc2cn[nH]c2c1	0	1	8	21
36	COc1cccc(CN2CCNC(=O)C2CC(=O)NC2CCCC2)c1OC (centres undefined)	3	0	-5	2
37	O=C(COc1ccccc1)Nc1nnc(-c2ccccc2)o1	-1	-9	-2	6
38	CC(=O)N=c1sccn1CC(O)c1ccc(Br)cc1 (centres undefined)	0	-1	2	0
39	CCn1c(=S)[nH]c2c(=O)n(C)c(=O)n(C)c21	·	·	-7	15
40	NC(=O)C1CN(C(=O)c2nn(Cc3ccccc3)c(=O)c3ccccc23)c2ccccc2O1 (centres undefined)	-1	-10	-9	-6

no.	Gli-Sufu block	ATG4B inhibitor	APJ antagonist	CXCR6 inh
33	-3	0	11	0
34	5	-1	-1	-7
35	6	-7	-8	-4
36	7	-6	8	-6
37	-24	10	8	3
38	-13	4	1	-1
39	4	0	·	-5
40	-1	-2	-3	2

# The listing continues.
no.	SMILES	APJ agonist	UBC13 polyUb	EBI2 antag	CCR6 antagonist
41	CCc1ccc(/C=C2/SC(N3CCOCC3)=NC2=O)cc1	-1	-19	35	3
42	O=C(Nc1ccccc1)Nc1ccccc1C(=O)NCC1CC1	0	-3	-2	-11
43	O=C(CN1C(=O)S/C(=C\c2cccs2)C1=O)Nc1ccc(O)c(C(=O)O)c1	·	·	-1	2
44	Cc1ccc(NC(=O)c2cc3ccccc3cc2O)cc1	6	14	-3	-18
45	O=C(N/N=C/c1c[nH]c2ccccc12)c1cc(Br)ccc1O	-2	-2	-2	9
46	CCc1ccccc1NC(=O)NCc1ccc2c(c1)OCO2	-10	-2	-9	7
47	CCCOc1ccc(/C=N/Nc2cccc([N+](=O)[O-])c2)c(O)c1	3	-14	11	23
48	CCC(CC)NC(=O)CN(c1ccccc1OC)S(=O)(=O)c1cccs1	-3	-1	5	5

no.	Gli-Sufu block	ATG4B inhibitor	APJ antagonist	CXCR6 inh
41	6	-12	-13	-19
42	-4	-3	-14	-14
43	2	-1	·	-10
44	-65	0	-36	-19
45	-1	7	14	7
46	-2	0	4	10
47	-59	20	-14	12
48	8	-2	16	6

# Later entries
no.	SMILES	APJ agonist	UBC13 polyUb	EBI2 antag	CCR6 antagonist
49	Cc1ccc(C(=O)NNC(=O)CSc2nnc3c(n2)[nH]c2ccc(C)cc23)cc1	-1	-13	-4	8
50	O=C(NC1Cc2ccccc2C1)c1cc(COc2ccc(F)cc2Cl)on1	-2	3	4	-6
51	CC1CCCC(NC(=O)c2ccc3c(c2)OCCO3)C1C (centres undefined)	-1	14	9	-11
52	Cc1nc(SCc2nc3ccccc3[nH]2)c2oc3cc([N+](=O)[O-])ccc3c2n1	3	-18	48*	11
53	COc1cccc(NC(=O)CN(C)C(=O)CCNC(=O)c2ccc(Br)cc2)c1	0	-2	2	1
54	COCCNC(=O)c1nn2cccnc2c1Cl	-2	-3	-8	2
55	Oc1ccc(CN2CCN(c3ncccn3)CC2)cc1	-1	2	-1	6
56	COc1ccc(CCNC(=O)CSc2nc(=O)n3cccc(C)c3n2)cc1OC	-5	-1	4	10

no.	Gli-Sufu block	ATG4B inhibitor	APJ antagonist	CXCR6 inh
49	-1	-12	7	0
50	-14	22	11	-3
51	-53	6	-2	1
52	5	-9	-32	-7
53	-6	-7	12	-14
54	0	9	13	-3
55	-4	5	13	-7
56	1	12	9	1

# Remaining list, next part
no.	SMILES	APJ agonist	UBC13 polyUb	EBI2 antag	CCR6 antagonist
57	Nc1c(C(=O)Nc2ccc3c(c2)OCCO3)nnn1CCc1ccccc1	0	8	3	-6
58	Cc1cc2c(NC(=O)CC(C)(C)CC(=O)O)cccc2nn1	8	-17	-8	-13
59	OCCC1CN(Cc2c(F)cccc2Cl)CCN1C1CCCC1 (centres undefined)	-3	5	2	3
60	Cc1nc2scc(-c3cccs3)c2c(=O)n1-n1cccc1	-2	1	5	17
61	CC1CCCN(C(=O)COC(=O)c2cc(Br)ccc2O)C1 (centres undefined)	-4	-5	8	13
62	CC(C)N(C(=O)CSc1nnc(CN2CCCCCC2=O)n1-c1ccccn1)C(C)C	-1	-3	-18	-3
63	CCOc1ccc(C2NC(=O)Cc3cc(OC)c(OC)cc32)cc1 (centres undefined)	-3	3	7	14
64	O=[N+]([O-])c1cc(C(F)(F)F)ccc1NCCCCNS(=O)(=O)c1ccc2ccccc2c1	-1	-17	6	-3
65	COc1ccc(OC)c2sc(N3CCCCC3)nc12	-5	-2	-5	0
66	COc1ccc(C(=O)c2sc3nc(C)cc(-c4cccs4)c3c2N)cc1	·	·	33	-9
67	O=c1c(-c2cc3ccccc3o2)[n+]([O-])c2ccccc2n1OCc1ccccn1	0	-13	9	2

no.	Gli-Sufu block	ATG4B inhibitor	APJ antagonist	CXCR6 inh
57	-36	-4	-10	0
58	7	-10	-27	-11
59	29	-5	8	-2
60	-4	4	12	8
61	-15	16	2	0
62	-5	5	1	3
63	-6	3	-7	-4
64	2	-14	23	3
65	-26	-17	-5	0
66	11	23	·	5
67	-31	-9	10	-2

# High-throughput results as filed in PubChem.

# Rows are unselected; 3% or so of the library scored in one or more.
